D3 ag – agonists of human D3 dopamine receptor. P35462. D3R DiscoveRx beta-arrestin cells, luminescence, 90 min. max activation, %. actives 0.58% (n = 410,000); in the data active means max activation above about 30%; further: 0% is about no effect; mostly tested at two doses, the higher about 12 µM
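Agonist-mode cell screen: cells plated at 1500/well and incubated overnight at 37 °C, then exposed to library compounds for 90 min at 37 °C. Detection reagent was added for 30–60 min at room temperature, and luminescence was read.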
TDP-43 yeast inh – TDP-43 toxicity inhibition in yeast; Potency, µM (top dose mostly 46.1 µM), without a hit: at the highest dose growth rescue (activation), hits mostly activators; TDP-43 expressing yeast growth rescue, BacTiter-Glo, 24 h; actives 1.8% (n = 410,000); AID 652104; further: potency means the concentration at half of the fitted maximal effect; % of control where 0% means no effect; nearly all actives have a fitted effect of over 50% in size
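In this qHTS, compounds that restore growth of yeast expressing TDP-43 appear as activators. Cells (OD600=0.02, galactose medium, raffinose-pregrown) are incubated with compound 24 hr at 30 deg C and growth is quantified by BacTiter-Glo.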
EPAC2 antagonist – blocks human EPAC2 exchange factor; Q8WZA2; EPAC2 GEF exchange of Rap1B-BODIPY-GDP, fluorescence; Potency, µM (top dose mostly 114 µM), inactives show top-dose activity, negative = inhibition, usual class: inhibitors; actives 0.18% (n = 360,000); AID 720708; further: potency means the concentration at half of the fitted maximal effect; on the % scale 0 is the no-effect control and ±100 the full control effect; nearly all actives have a fitted effect of over 45% in size; many of its hits are not listed in these tables
Target sequence (Q8WZA2 whole entry, looked up): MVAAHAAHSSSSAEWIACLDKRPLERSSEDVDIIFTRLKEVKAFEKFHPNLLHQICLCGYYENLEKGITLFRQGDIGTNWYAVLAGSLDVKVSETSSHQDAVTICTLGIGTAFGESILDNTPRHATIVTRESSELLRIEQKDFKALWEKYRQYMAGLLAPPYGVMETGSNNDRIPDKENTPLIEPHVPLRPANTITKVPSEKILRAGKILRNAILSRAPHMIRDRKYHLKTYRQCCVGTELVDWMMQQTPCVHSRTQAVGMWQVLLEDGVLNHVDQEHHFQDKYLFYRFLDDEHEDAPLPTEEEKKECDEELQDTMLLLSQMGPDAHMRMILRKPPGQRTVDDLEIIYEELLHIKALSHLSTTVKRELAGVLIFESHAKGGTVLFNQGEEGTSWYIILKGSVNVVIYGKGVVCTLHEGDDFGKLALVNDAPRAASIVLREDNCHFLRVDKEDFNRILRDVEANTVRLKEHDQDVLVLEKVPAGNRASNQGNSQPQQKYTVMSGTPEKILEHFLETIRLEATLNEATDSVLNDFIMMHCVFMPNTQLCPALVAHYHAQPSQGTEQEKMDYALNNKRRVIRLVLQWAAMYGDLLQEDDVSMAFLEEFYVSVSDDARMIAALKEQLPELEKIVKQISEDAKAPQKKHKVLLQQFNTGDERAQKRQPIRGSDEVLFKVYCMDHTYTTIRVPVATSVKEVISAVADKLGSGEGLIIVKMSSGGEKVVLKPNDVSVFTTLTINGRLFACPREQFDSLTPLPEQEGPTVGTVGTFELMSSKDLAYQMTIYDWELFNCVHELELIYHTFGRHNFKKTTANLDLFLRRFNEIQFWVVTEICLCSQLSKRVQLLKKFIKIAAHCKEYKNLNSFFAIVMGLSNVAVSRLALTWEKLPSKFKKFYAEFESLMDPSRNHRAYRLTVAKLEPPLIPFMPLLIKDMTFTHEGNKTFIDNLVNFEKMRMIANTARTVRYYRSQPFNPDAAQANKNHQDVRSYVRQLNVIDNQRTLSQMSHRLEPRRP
Abeta rescue – restores growth of yeast expressing A-beta42 peptide. yeast expressing A-beta42, growth rescue, OD600, 48 h; response scale: 0% DMSO, 100% iron-clioquinol control. Potency, µM (highest dose often 46.1 µM), for inactives: at the top dose growth rescue, actives largely listed as activators. actives 0.063% (n = 410,000). AID 1347071; further: potency means the concentration at half of the fitted maximal effect; nearly all actives have a fitted effect of over 55% in size
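Yeast growth medium received pinned compounds, then yeast cells expressing toxic A-beta were added; plates incubated at 30 C for 48 hr. Growth read as absorbance at 600 nm, normalized to DMSO and equimolar FeCl3 plus clioquinol controls.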
DRD3 antagonist – D3 dopamine receptor (human) antagonism. D3R cells, DiscoveRx beta-arrestin luminescence, antagonist mode; hits give low values. max response, negative = inhibition, %. actives 2.5% (n = 360,000). AID 652054; in the data active means max response below about -50%; inconclusive means no clear call, values can overlap the other calls; further: on the % scale 0 is the no-effect control and ±100 the full control effect; mostly tested at two doses, the higher about 12 µM
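Cells expressing the human receptor were seeded at 1500 cells/well, incubated overnight at 37 degrees C in 5% CO2, then exposed to library compounds with dopamine controls for 90 minutes at 37 degrees C before luminescent detection.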
EPAC2 ag – activates human EPAC2 exchange factor; EPAC2 activation, biochemical qHTS; response scale: 100% = 6.5 mM cAMP response; AID 720711; Potency, µM (top dose mostly 154 µM), for the others: top-dose activation, most hits filed as activators; actives 0.079% (n = 360,000); further: potency means the concentration at half of the fitted maximal effect; nearly all actives have a fitted effect of over 50% in size
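In this primary screen, activation is scored as increased exchange of BODIPY-GDP from Rap1B by 100 nM EPAC2, with 50 uM GDP as competitor. Signal is normalized to the 6.5 mM cAMP agonist control.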
aSyn rescue – rescues yeast growth from alpha-synuclein toxicity | Potency, µM (doses to about 46.1 µM), without a hit: top-dose growth rescue (activation), actives largely listed as activators | Yeast expressing alpha-synuclein, growth rescue, BacTiter-Glo, 24 h | actives 0.14% (n = 370,000); further: potency means the concentration at half of the fitted maximal effect; % of control where 0% means no effect; nearly all actives have a fitted effect of over 65% in size
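Screening used galactose-induced yeast with toxic alpha-synuclein levels, exposed to compound for 24 hr at 30 deg C. Cell growth, read with BacTiter-Glo luminescence, gave the measured signal.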
FUS yeast rescue – FUS proteinopathy suppression in yeast; S. cerevisiae FUS-expressing, growth rescue, OD600, 24 h; Potency, µM (doses to about 76.6 µM), for inactives: at the highest dose growth rescue (activation), usual class: activators; actives 0.24% (n = 390,000); AID 1347120;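 further: potency means the concentration at half of the fitted maximal effect; plate controls were DMSO vehicle for no effect and reference control for full effect; nearly all actives have a fitted effect of over 55% in size; some results filed as inactive show a strong effect at the top dose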
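Read-out: OD at 600 nm after 24hr at 30C, reporting rescue of FUS-induced yeast toxicity. Cells at OD 0.005 in galactose (2%) minimal medium; compounds tested in a dilution series; CP55940 titration from 92uM final as control.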
Starred values were filed as active, the others as inactive; ? = inconclusive; nt = no result given; [ ] = dose if it differs, or a comment. Unless noted, the call rests on the fitted dose curve; in most records, active means well fitted curve in the direction sought with a large enough effect; inconclusive means small, poorly fitted or top-dose-only effect, or another doubt; inactive means no such curve, though single readings can be large; an effect the other way counts as inactive or inconclusive. This is a subset; the hit share may differ from the screen's.

SMILES	D3 ag	TDP-43 yeast inh	EPAC2 antagonist	Abeta rescue	DRD3 antagonist	EPAC2 ag	aSyn rescue	FUS yeast rescue
Cc1cccc(N2CCN(C(=O)C3CCN(S(=O)(=O)c4cn(C)cn4)CC3)CC2)c1C	1	18%	nt	-7%	nt	nt	nt	15%
OC1C2CN3CCN(C2)CC1(Cc1ccccc1)C3 (stereo not given)	-14	-12%	12%	-11%	0	?	2%	-3%
O=C(c1sc2ccccc2c1Cl)N1CCN(c2ncccn2)CC1	-6	?	-16%	-32%	0	1%	-2%	22%
COc1ccccc1C(=O)Nc1ccc2c(c1)n(C)c(=O)n2C	7	?	1%	17%	10	3%	8%	-11%
COC(=O)C1C(=O)c2c(C)noc2CC1(C)C (stereo not given)	-4	-15%	-1%	3%	2	-3%	-1%	0%
COc1ccc(N(C(=O)c2snc(C(N)=O)c2N)C(C(=O)NC2CCCC2)c2ccco2)cc1OC (stereo not given)	-1	-14%	0%	2%	5	10%	-4%	?
COc1ccc(CNC(=O)Cn2c(=O)n(CCC(=O)N3CCCCC3)c(=O)c3sccc32)cc1	8	1%	4%	nt	32	7%	0%	-8%
CC(=O)c1cccc(NCC(=O)Nc2cc(S(=O)(=O)N3CCCCC3)ccc2C)c1	5	23%	-3%	14%	18	-2%	-6%	?
COc1ccc(C(=O)c2c(NC(C)=O)sc3c2CCN(C(=O)OC(C)(C)C)C3)cc1	-10	?	-15%	-17%	8	3%	14%	26%
CCCCC(O)(CCCC)C(=O)NN(C(=O)OC)c1ccccc1	9	-14%	-8%	1%	-12	12%	5%	26%
Cc1cc(C)c(C#N)c(Nc2ccc3c(c2)OCCO3)n1	0	22%	4%	7%	-8	5%	0%	-4%
Fc1ccc(-n2ncc3c(NCCC4=CCCCC4)ncnc32)cc1	5	?	nt	5%	nt	nt	nt	-14%
CC(C)NC(=O)c1cc(C2CCCCN2C(=O)c2ccc(Cl)cc2)on1 (stereo not given)	-2	-18%	-11%	-14%	3	4%	13%	7%
O=Cc1ccc(OCCOc2ccc([N+](=O)[O-])cc2)cc1	-9	16%	-13%	-1%	-7	-2%	16%	-16%
COc1ccc(C(=O)C2CCCN(Cc3nc4ccccc4nc3C)C2)cc1OC (stereo not given)	-10	-23%[0.397 µM]	11%	-3%	17	1%	1%	33%
CCOC(=O)N1CCN(S(=O)(=O)c2ccc(C)cc2)C1	1	-7%	1%	-3%	30	13%	-4%	6%
Cc1nn(C)c(C)c1S(=O)(=O)Nc1ccc2c(c1)OCO2	1	12%	-5%	-2%	16	0%	3%	31%
C=CCN(CC=C)Cc1c(C)[nH]c2c(C)c(C)ccc2c1=O	1	-23%[9.22 µM]	13%	-14%	-2	4%	-6%	2%
CCOc1cc(/C=N/NC(=O)c2ccc(CN3CCOCC3)cc2)ccc1OCc1ccccc1	5	25%	-1%	2%	56	-12%	18%	nt
O=C(NC(=S)Nc1ccc(O)cc1)c1ccccc1Cl	-3	0%	-2%	14%	-8	7%	-2%	-26%
Cc1cccc2sc(NC(=O)c3cccc(S(=O)(=O)N4CCc5ccccc54)c3)nc12	6	25%	-3%	2%	6	8%	0%	nt
Cc1cc[n+](CC(=O)c2cccs2)cc1	5	-15%	2%	0%	20	8%	-7%	5%
Cc1ccc2cc(CN(Cc3ccco3)C(=S)NCC3CCCO3)c(=O)[nH]c2c1C (stereo not given)	0	4%	-10%	-3%	10	6%	18%	nt
CCC(=O)Nc1nc(C)c(C(=O)NC2CCCCC2)s1	1	15%	-4%	3%	-10	5%	8%	11%
COC(=O)[C@@H]1C[C@H]2CC[C@H](O)C[C@H]2N1Cc1ccc(N2CCN(C)CC2)cc1	-6	14%	14%	-4%	-4	5%	-3%	7%
Cc1nc2ccc(NC(=O)NCCCO)cc2s1	2	4%	5%	6%	0	2%	-2%	-4%
Cc1ccc(C)c(C(C)NC(=O)C2CCCC2)c1 (stereo not given)	1	-19%	1%	-5%	-26	1%	-2%	-2%
Cc1cc2c(cc3c(SCc4ccc(Cl)cc4)nncn32)o1	10	?	nt	-2%	nt	nt	nt	-5%
O=C(N/N=C/C=C/c1ccco1)C(O)c1ccccc1 (stereo not given)	0	-15%	2%	-22%	-16	10%	-2%	?
O=C(c1cccnc1)N1N=C(C2CCCCC2)CC1(O)C(F)(F)F (stereo not given)	-4	-14%	-6%	-11%	-24	2%	3%	16%
COCCn1c(-c2cccs2)nc2nc3ccccc3nc21	1	23%	5%	-25%	0	13%	-3%	3%
Cc1ccccc1NC(=O)Cc1nnc(SCc2ccc(Cl)c(Cl)c2)n1C	-32	-17%	22%	-8%	-9	-1%	2%	20%
O=C(C[C@H]1C(=O)N(Cc2ccccc2)C[C@@H]1c1ccc(Br)cc1)Nc1ccc(Br)cc1	-5	20%	6%	9%	-1	11%	?	21%
CCOc1ccc(S(=O)(=O)N2CCC(C(=O)N3CCOCC3)CC2)cc1Cl	16	-3%	2%	2%	19	9%	-4%	-2%
N#C/C(C(=O)NCc1ccco1)=C1/SC(Cc2ccc(F)cc2)C(=O)N1c1ccccc1 (stereo not given)	-3	5%	1%	5%[9.22 µM]	-22	-1%	-5%	-35%
CCOC(=O)C1(CC2CCCCO2)CCN(C(=O)Nc2ccccc2)CC1 (stereo not given)	15	-16%	10%	7%	4	-3%	0%	12%
CCOC(=O)C1CCN(S(=O)(=O)c2cc(-c3onc(C)c3C)ccc2C)CC1	-2	?	nt	-8%	nt	nt	nt	?
CN(C)/C(Cn1cncn1)=C1/N=C(c2c(F)cccc2F)OC1=O	2	14%	-4%	7%	13	-1%	8%	2%
COC(=O)CSc1nnc(SCc2ccccc2)s1	-9	14%	2%	-3%	-18	0%	-8%	-6%
Cc1cc(C)c(NC(=O)COC(=O)C2CCC2)c(Cl)c1	3	17%	1%	20%	0	7%	-6%	17%
COC(C(=O)NC1CCCCCCC1)c1ccccc1 (stereo not given)	-2	27%	-2%	6%	3	-7%	-1%	nt
CC(CCc1ccccc1)NC(=O)/C=C/c1ccc(Cl)cc1 (stereo not given)	-7	3%	-6%	23%	10	12%	-2%	5%
COc1cc(-c2cc(OC)c3c(C)oc(C)c3c(=O)c2)ccc1OC(=O)c1ccccc1Cl	-20	13%	nt	-59%[inhibitor]	nt	nt	nt	13µM*
ON=C(c1ccccc1)c1ccc2c3c(cccc13)CC2	0	?	14µM*	0%	5	19%	-6%	-36%
Cc1nn(CC(=O)NCCCc2ccccc2)c(C)c1[N+](=O)[O-]	-2	-19%	14%	-8%	-1	0%	0%	17%
O=C(CSc1ccc2nnc(-c3ccccc3)n2n1)N1CCCc2ccccc21	4	8%	0%	-13%	-10	-4%	-14%	10%
CCCc1cc(=O)[nH]c(-n2[nH]c3c(c2=O)CCCC3)n1	0	-19%	27%	?	-4	-4%	25µM*	21%
N[C@@H](Cc1ccc(O)cc1)c1nnc([C@H](CCC(=O)O)NC(=O)C2CCNCC2)o1	13	8%	7%	-7%	-13	6%	-7%	-20%

Look-ups from the entries so far.
Abeta rescue result of COC(C(=O)NC1CCCCCCC1)c1ccccc1 (stereo not given) → 6%
TDP-43 yeast inh result of CC(CCc1ccccc1)NC(=O)/C=C/c1ccc(Cl)cc1 (stereo not given) → 3%
aSyn rescue result of N[C@@H](Cc1ccc(O)cc1)c1nnc([C@H](CCC(=O)O)NC(=O)C2CCNCC2)o1 → -7%

(further entries)
SMILES	D3 ag	TDP-43 yeast inh	EPAC2 antagonist	Abeta rescue	DRD3 antagonist	EPAC2 ag	aSyn rescue	FUS yeast rescue
CCN(CC)S(=O)(=O)c1cccc(NC(=O)Nc2cccc(C(F)(F)F)c2)c1	3	0%	?	21%	34	-13%	-22%	27%
COc1cccc(CNC(=S)Nc2ccc(Cl)cc2C)c1	0	?	0%	28%	12	10%	0%	1%
COc1ccc(CC(=O)Nc2sc3c(c2C(=O)Nc2ccc(C)cc2)CCCCC3)cc1	-12	-8%	nt	-5%	nt	nt	nt	19%
CC(=O)c1ccc(NC(=S)N2CCC(O)CC2)cc1	1	5%	13%	1%	6	0%	-7%	nt
Cc1cc(C)n2nc(SCc3nnc(-c4cccs4)o3)nc2n1	3	-18%	28%	-15%	4	7%	-6%	26%
O=C(c1ccc2c(c1)OCCO2)C1CCN(S(=O)(=O)c2ccc(F)cc2)CC1	-3	-6%	0%	-6%	-12	5%	13%	18%
CS(=O)(=O)N1CCN(C(=O)c2cc(-c3cccnc3)nc3ccc(Br)cc23)CC1	8	-8%	4%	-11%	18	8%	2%	-6%
COC(=O)c1ccc(NC(=O)CN2CCCN(Cc3ccc(Cl)cc3)S2(=O)=O)cc1	-3	17%	nt	3%	nt	nt	nt	-15%
Cc1ccccc1-c1noc(CSc2nnc(-c3ccncc3)n2-c2ccc(F)cc2)n1	6	3%[9.22 µM]	nt	?	nt	nt	nt	31%
Cc1ccc(NC(=O)CN(C)CC(=O)Nc2cccc(F)c2)cc1S(=O)(=O)N1CCCCCC1	2	-16%	-17%	4%	13	8%	-7%	44%
NC(=O)c1c[nH]c2ccccc12	-2	4%	-14%	-14%	-16	8%	9%	-10%
CC(=O)Nc1ccc(S(=O)(=O)N(C)Cc2cnn(C)c2)cc1	-3	-16%	-2%	-4%	-1	5%	0%	25%
CCC(=O)N1CCN(c2nc3ccc(Br)cc3s2)CC1	-4	27%	-3%	-19%	-2	5%	2%	-4%
O=S(=O)(c1ccccc1F)N1CCN(C(=S)NCc2ccccc2)CC1	-1	-3%	-12%	-15%	6	19%	1%	11%
COc1ccc(S(=O)(=O)NC2CCc3ccccc32)cc1OC (stereo not given)	1	23%	-13%	12%	6	12%	15%	0%
O=C(NCc1ccco1)c1ccc(Cl)c(S(=O)(=O)N2CCc3ccccc32)c1	-1	0%	-14%	-1%	-20	-1%	8%	nt
Cc1cc([N+](=O)[O-])c(NC2CCCCC2)c([N+](=O)[O-])c1	4	35µM*	7%	2%	-8	3%	-9%	13%

Source: PubChem BioAssay (National Center for Advancing Translational Sciences (NCATS))
